Screens deposited in PubChem by National Center for Advancing Translational Sciences (NCATS).
RORgamma inh: inhibitors of mouse ROR gamma transcriptional activity. P51450. Drosophila S2 Gal4-RORgamma UAS-luciferase reporter, 20 h. Potency, µM (series often up to 53.6 µM), for inactives: at the top dose activity change, negative = inhibition, usual class: inhibitors. actives 5.4% (n = 310,000). AID 2551; also: potency is read from the fitted curve at half-maximal effect; % is scaled to controls: 0 for no effect and ±100 for the full control effect; nearly all actives have a fitted effect of over 60% in size
Target sequence (P51450 whole entry, looked up, the tested form may be a part): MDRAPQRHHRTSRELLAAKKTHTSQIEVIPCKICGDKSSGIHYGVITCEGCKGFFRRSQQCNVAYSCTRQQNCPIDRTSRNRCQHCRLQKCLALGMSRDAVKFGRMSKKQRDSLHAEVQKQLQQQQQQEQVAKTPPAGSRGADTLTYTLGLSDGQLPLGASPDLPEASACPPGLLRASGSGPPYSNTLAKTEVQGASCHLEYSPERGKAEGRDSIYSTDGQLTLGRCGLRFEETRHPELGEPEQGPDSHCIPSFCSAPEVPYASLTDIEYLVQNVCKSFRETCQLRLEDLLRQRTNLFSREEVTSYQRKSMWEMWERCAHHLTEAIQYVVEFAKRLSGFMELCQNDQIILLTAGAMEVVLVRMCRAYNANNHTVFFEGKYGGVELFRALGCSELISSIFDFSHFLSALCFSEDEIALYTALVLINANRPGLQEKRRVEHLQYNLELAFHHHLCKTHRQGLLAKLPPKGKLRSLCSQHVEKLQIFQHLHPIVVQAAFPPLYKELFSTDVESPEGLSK
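Drosophila S2 cells stably expressing Gal4-DBD/mouse RORγ fusion under metallothionein promoter plus UAS-luciferase; compound 1 h, then 700 uM CuSO4 induction for 20 h at ambient temperature; inhibition read as reduced luminescence.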
FLuc counter: counter-screen for miR-21 project: firefly luciferase inhibitors or activators | purified FLuc, Km substrates, luminescence inhibition | AID 588342 | Potency, µM (doses to about 57.5 µM), for inactives: at the highest dose activity change, negative = inhibition, usual class: inhibitors | actives 6.9% (n = 360,000) | P08659;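 also: potency is read from the fitted curve at half-maximal effect; plate controls were vehicle for no effect and reference inhibitor for full effect; nearly all actives have a fitted effect of over 55% in size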
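Purified P. pyralis luciferase (10nM final) with 10uM D-luciferin and 10uM ATP (Km levels) in 50mM Tris acetate pH 7.5, 10mM Mg acetate, 0.01% Tween-20, 0.05% BSA; qHTS 6-point titration, ~60 µM downward; luminescence read.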
p53 reactivation: re-activators of mutant p53; H1299 p53-A138V BP100-luciferase reporter, luminescence, 24 h; actives 0.063% (n = 320,000); Potency, µM (highest dose often 92.2 µM), for the others: top-dose activity change, positive = activation, usual class: activators; also: potency is read from the fitted curve at half-maximal effect; % of control where 0% means no effect; nearly all actives have a fitted effect of over 45% in size
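H1299 (p53-null), stable ts p53-A138V + BP100-Luc; 1000 cells/well, Opti-MEM/10% FBS; cpd 4 pt, 1:5; 24 h, 37 deg C, 5% CO2; detection reagent 10 min RT; luminescence.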
PKM2 activator: increases activity of human pyruvate kinase M2; Potency, µM (highest dose often 57.5 µM), for the others: at the highest dose activation, most hits filed as activators; actives 0.34% (n = 260,000); purified PKM2, Kinase-Glo ATP luminescence, activation; response scale: 0% is enzyme alone, no compound; also: potency is read from the fitted curve at half-maximal effect; % is scaled to controls: 0 for no effect and ±100 for the full control effect; nearly all actives have a fitted effect of over 55% in size
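Purified hPK-M2 (>95% pure) converted ADP (0.1 mM final) to ATP with 0.5 mM PEP in 50 mM imidazole pH7.2, KCl, MgCl2, Tween 20, BSA; 1 h at room temperature. ATP detected by Kinase-Glo luminescence.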
Gal4-VP16 FLuc: Gal4-VP16 reporter inhibition counter-screen; Drosophila S2 Gal4-VP16 UAS-luciferase, luminescence, 20 h; Potency, µM (doses to about 53.6 µM), for inactives: at the highest dose activity, negative = inhibition, actives largely listed as inhibitors; actives 3.5% (n = 310,000); AID 2546;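 also: Gal4-VP16 expression switched on by copper sulfate through the metallothionein promoter; potency is read from the fitted curve at half-maximal effect; % is scaled to controls: 0 for no effect and ±100 for the full control effect; nearly all actives have a fitted effect of over 50% in size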
BRCA1 expr up: BRCA1 expression activation | actives 1.1% (n = 380,000) | MCF7-BRCA1-FFLuc reporter, luminescence, 48 h; response scale: scaled: vehicle 0%, 10 µM genistein 100% | Potency, µM (top dose mostly 46.1 µM), for the others: at the highest dose activation, usual class: activators; also: potency is read from the fitted curve at half-maximal effect; nearly all actives have a fitted effect of over 80% in size; some results filed as inactive show a strong effect at the top dose
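First, MCF7-BRCA1-FFLuc cells (2000/well) attach for 2 h; next, compounds are pin-added and incubated 48 h at 37 °C; finally, luciferase reagent is added and luminescence read after 15 min.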
Menin MLL FP TR: displaces Texas Red mutant MLL peptide from human menin; O00255; Menin + Texas Red MLL mutant peptide, fluorescence polarization; Potency, µM (highest dose often 61.6 µM), for the others: at the highest dose FP activity change, negative = inhibition, actives largely listed as inhibitors; actives 0.23% (n = 270,000); active = well fitted inhibition curve with a large enough effect in the polarisation, with a control signal flat, not every such curve was filed as active; inconclusive = small, poorly fitted or top-dose-only effect, or effect the other way, or a change in a side signal; inactive = no such curve, though single readings can be large or run the other way; the % refers to the polarisation; also: potency is read from the fitted curve at half-maximal effect; % of control where 0% means no effect; many of its hits are not listed in these tables
Target sequence (O00255 whole entry, looked up): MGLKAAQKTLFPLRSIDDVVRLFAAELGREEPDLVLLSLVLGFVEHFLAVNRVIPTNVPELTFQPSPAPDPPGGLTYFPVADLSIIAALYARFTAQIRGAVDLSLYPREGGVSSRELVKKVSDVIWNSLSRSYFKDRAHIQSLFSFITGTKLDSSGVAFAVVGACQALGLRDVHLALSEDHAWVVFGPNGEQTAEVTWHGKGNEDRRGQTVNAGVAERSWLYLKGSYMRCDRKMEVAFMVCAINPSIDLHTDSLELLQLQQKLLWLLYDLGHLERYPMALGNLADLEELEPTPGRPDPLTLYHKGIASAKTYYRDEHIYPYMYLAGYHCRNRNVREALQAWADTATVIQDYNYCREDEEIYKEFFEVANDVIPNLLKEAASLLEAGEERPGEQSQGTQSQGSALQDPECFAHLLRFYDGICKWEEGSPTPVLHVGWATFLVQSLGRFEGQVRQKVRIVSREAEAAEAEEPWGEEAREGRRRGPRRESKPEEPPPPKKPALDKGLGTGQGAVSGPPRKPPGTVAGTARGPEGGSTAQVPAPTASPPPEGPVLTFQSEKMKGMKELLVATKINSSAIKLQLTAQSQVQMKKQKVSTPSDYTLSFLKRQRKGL
Rab9 promoter act: Rab9 promoter activation; Huh7 Rab9 promoter-luciferase reporter, luminescence, 24 h; Potency, µM (doses to about 9.22 µM), for the others: at the top dose activation, negative = inhibition, most hits filed as activators; actives 2.8% (n = 320,000); also: potency is read from the fitted curve at half-maximal effect; % of control where 0% means no effect; nearly all actives have a fitted effect of over 60% in size
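Cells were plated at 1500 per well in reduced-serum medium with 10% FBS and left 2 h. Compound in DMSO was then added for 24 h at 37 °C. Reporter signal was read by luminescence after 10 min with luciferase detection reagent.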
ELG1 genotox: induces genotoxicity in HEK293T cells with luciferase-tagged ELG1; HEK293T ELG1-luciferase reporter, luminescence, 16 h; Potency, µM (titrated, usually from 46 µM), for the others: at the top dose activity change, positive = activation, hits mostly activators; actives 1.3% (n = 330,000); AID 504466; also: potency is read from the fitted curve at half-maximal effect; % of control where 0% means no effect; nearly all actives have a fitted effect of over 60% in size
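Reporter readout depends on ELG1 protein level, which increases with genetic stress. After 16 hr compound exposure at 37 °C, luciferase activity was quantified using ONE-Glo.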
Giardia killer: Giardia lamblia killing; Giardia lamblia trophozoite viability; actives 0.15% (n = 340,000); activity change, % at 7.66 µM, hits read low; in the data active = activity change below about -80%; inconclusive = between about -30% and that limit;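 also: parasites exposed to compound for two days anaerobically before the ATP read; % is scaled to controls: 0 for no effect and ±100 for the full control effect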
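Trophozoites 100 cells/well + cpd; 48 hrs, 37 deg C, anaerobic. ATPLite 1-Step added, 15-30 min RT, luminescence read (ATP-based viability).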
NPC1 prom act: NPC1 promoter activation | Huh7 NPC1 promoter luciferase reporter, 24 h | Potency, µM (highest dose often 9.22 µM), inactives show at the top dose activation, usual class: activators | actives 2.4% (n = 320,000) | AID 485313;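 also: potency is read from the fitted curve at half-maximal effect; % of control where 0% means no effect; nearly all actives have a fitted effect of over 60% in size; reporter is driven by a mutant NPC1 promoter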
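NPC1 promoter–luciferase Huh7 cells; 24 h compound; luminescence.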
Starred values were filed as active, the others as inactive; ? = inconclusive; . = not tested or not shown; [ ] = another dose, or the depositor's remark. Unless noted, calls follow the shape of the dose curve; as a rule, active = well fitted curve in the direction sought with a large enough effect; inconclusive = small, poorly fitted or top-dose-only effect, or another doubt; inactive = no such curve, though single readings can be large; an effect the other way counts as inactive or inconclusive. This is a subset; count on the stated rates, not on these rows.

SMILES	RORgamma inh	FLuc counter	p53 reactivation	PKM2 activator	Gal4-VP16 FLuc	BRCA1 expr up	Menin MLL FP TR	Rab9 promoter act	ELG1 genotox	Giardia killer	NPC1 prom act
CCc1ccc2[nH]c(=O)c(CN(CCCO)C(=O)NCc3ccccc3)cc2c1	7%	0%	-8%	6%	-11%	-16%	3%	-7%	-2%	6	1%
Cc1ccc(C(=O)C(C)OC(=O)c2ccccc2[N+](=O)[O-])cc1 (configuration not stated)	5%	1.1µM*	?	0%	-19%	?	15%	1.6µM*	7.3µM*	-9	0.89µM*
O=C1CCN(Cc2ccccc2)CCN1CCOc1ccccc1	?	24µM*	.	1%	-3%	54%	?	3.5µM*	14%	23	?
CCOC(=O)c1cnc(-c2ccccc2)nc1N(C)C	22%	15µM*	?	2%	17%	-49%	.	-3%	11µM*	-9	-4%
NC(CC(=O)O)c1cccc(OCc2ccccc2)c1 (configuration not stated)	1%	6%	-3%	-3%	-2%	-5%	6%	-4%	2%	-8	1%
Cc1cccc(OCCOc2ccc(/C=N/NC(=O)Cc3nnc(N)s3)cc2)c1	-29%	0%	5%	0%	-9%	.	4%	-3%	0%	.	-4%
O=C(COC(=O)c1ccco1)NCc1ccc2c(c1)OCO2	9%	?	7%	3%	0%	6%	.	1%	-1%	19	0%
O=C(Nc1cccc(-c2ccc(N3CCOCC3)nn2)c1)c1ccc([N+](=O)[O-])cc1	.	2.4µM*	9%	.	.	94%	.	2.5µM*	?	-2	3.5µM*
Cc1cc(C)c(Cn2ncn(-c3ccc(Br)cc3)c2=O)c(C)c1	4%	-3%	19%	-1%	3%[10 µM]	16%	-20%	10%	-4%	7	-3%
CN(C)c1ccc(C(=O)OCC(=O)N2CCCCCC2)cc1	16%	?	19%	1%	-4%	15%	-1%	3.5µM*	11%	16	?
Cc1ccc(C(=O)CSc2nc(-c3ccccc3)ccc2C#N)cc1	7%	-11%	0%	-6%	7%	5%	13%	0%	0%	-10	0%
CCOc1ccc(OCCC(=O)OCC(=O)NC2CCCCC2)cc1	-3%	?	-8%	2%	-9%	-3%	-7%	0%	4%	-20	2%
O=c1[nH]c(/C=C/c2ccccc2OC(F)F)nc2c1cnn2-c1ccccc1	?	0%	-6%	0%	?	-33%	9%	-8%	15%	-5	-5%
COc1ccc(/C=C/C(=O)c2ccc(C)c([N+](=O)[O-])c2)cc1O	-84%	4.8µM*	?	-19%	16µM*	-71%	2%	-4%	9%	29	1%
Cc1ccc(N2CCN(/N=C/C=C/c3ccccc3)CC2)cc1	22%	-1%	-1%	?	-3%	0%	-6%	2%	1%	9	-3%
O=Nc1c(-c2c(O)[nH]c3ccccc23)[nH]c2ccccc12	?	.	.	.	?	.	?	?	.	.	4.6µM*
Cc1c(Cl)cnc(NC(=O)COC(=O)CCC(=O)c2cccs2)c1Cl	29%	7%	-6%	6%	-7%	-13%	7%	1%	1%	-2	-1%
OCC1(Cc2ccccc2)CCN(Cc2cccc(F)c2F)CC1	12%	-1%	0%	-22%	13%	-22%	2%	-8%	-1%	-27	-2%
Cc1ccc2nc(NCCC(=O)O)nc(-c3ccccc3)c2c1	-11%	?	2%	0%	0%	0%	1%	4%	0%	1	-3%
COc1ccc(CN/C(C)=C(/C#N)C(N)=O)cc1OC	-2%	-1%	?	2%	3%	3%	5%	-4%	8%	-6	1%
O=C(O)[C@@H]1CCCN1S(=O)(=O)c1cccc(S(=O)(=O)N2CCC[C@H]2C(=O)O)c1	-11%	2%	.	0%	-8%	20%	-2%	3%	2%	-11	-3%
Cc1ccc(NC(=O)COC(=O)CN2C(=O)NC3(CCCC3)C2=O)cc1S(=O)(=O)N(C)C	9%	-5%	-2%	0%	-4%	3%	13%	-4%	4%	1	-5%
C=CCSC(=S)Nc1c(C)n(C)n(-c2ccccc2)c1=O	-20%	5%	-3%	0%	2%	-5%	2%	1%	2%	9	-4%
O=C(CCSCCC(=O)NCc1ccc(F)cc1)NCc1ccc(F)cc1	-11%	-14%	-8%	6%	-11%	-6%	9%	1%	2%	13	-4%
COc1cc(NS(=O)(=O)c2ccc(NC(=O)c3ccc(Cl)cc3Cl)cc2)ncn1	?	2%	-7%	3%	-3%	-15%	?	5%	2%	-12	-3%

Carrying on.
SMILES	RORgamma inh	FLuc counter	p53 reactivation	PKM2 activator	Gal4-VP16 FLuc	BRCA1 expr up	Menin MLL FP TR	Rab9 promoter act	ELG1 genotox	Giardia killer	NPC1 prom act
CCCC(NC(=O)Cc1c(C)c2cc3c(C)c(C)oc3c(C)c2oc1=O)C(=O)N[C@@H](Cc1ccccc1)C(=O)O (some centres not stated)	13%	0%	5%	23%	-2%	2%	19%	2%	4%	-10	-4%
O=C(Nc1ccccc1)OCc1cncs1	28%	-11%	16%	-15%	-9%	0%	7%	20%	8%	-18	6%
Cc1c(C(=O)NCc2ccccc2)oc2ccc(S(=O)(=O)N3CCC4(CC3)OCCO4)cc12	37%	0%	5%	4%	12%[0.365 µM]	0%	-1%	-11%	-33%[inhibitor]	-4	0%
N#Cc1ccccc1Cn1c(=O)oc2ccccc21	-6%	-14%	-5%	3%[11.5 µM]	-7%	-9%	-1%	10%	-2%	17	5%
Cc1cc(C)cc(NC(=O)N2CCC(NC(=O)c3ccccc3C)CC2)c1	1%	5%	-12%	8%	-11%	-23%	17%	4%	2%	1	-7%
O=C(O)C1C(C(=O)Nc2ccc(Cl)cc2)C2C=CC1C21CC1 (configuration not stated)	31%	4%	-1%	3%	-1%	-6%	-1%	-17%	0%	14	0%
Cc1cccc(NC(=O)Cn2c([N+](=O)[O-])cnc2C)c1C	-11%	2%	-17%	-2%	-10%	.	5%	0%	0%	.	0%
O=C(NCC(c1cccnc1)N1CCN(c2ccc(F)cc2)CC1)c1ccco1 (configuration not stated)	-30%	0%	-3%	5%	-4%	-17%	0%	-2%	-6%	13	-2%
N#CC1CC(c2ccccc2)=NN1c1ccccc1[N+](=O)[O-] (configuration not stated)	29%	12µM*	1%	0%	10%	80%	?	3.5µM*	?	-11	?
COc1cc(C(O)c2nc3ccccc3n2C)cc(OC)c1OC (configuration not stated)	0%	3%	-3%	-2%	?	-37%	0%	-5%	-9%	5	-3%
COc1ccc(OC)c2c1sc(=NC(=O)CN1C(=O)CCC1=O)n2C	13%	-1%	1%	2%	5%	.	3%	-10%	0%	.	-1%
Cc1ccc(S(=O)(=O)NC(CC(C)C)C(=O)Nc2ccncc2)cc1 (configuration not stated)	.	-2%	1%	.	.	-18%	.	-16%	2%	-5	0%
O=C(OCC(=O)N1CCCCC1)c1ccc2c(c1)C(=O)N(Cc1ccco1)C2=O	.	-16%	0%	.	.	6%	.	-2%	2%	-21	0%
CC1(C)CC(=O)c2sc(NC(=O)C3CC3)nc2C1	?	-15%	2%	-1%	12%	29%	7%	2%	11%	-4	8%
O=C(CN1CCN(Cc2cccc(Cl)c2)C1=O)NCc1cccs1	18%	-6%	-1%	-7%	0%	1%	-13%	1%	1%	-10	-1%
CC(C)C(=O)c1cn(CC(=O)O)c2ccccc12	7%	4%	9%	-3%	1%	0%	10%	-3%	-1%	-6	-2%
CC(C)Cc1ccc(C(=O)Nc2ccc(Cc3ccncc3)cc2)o1	?	?	-86%[inhibitor]	0%	-12%	2%	-7%	-3%	-21%	-12	-2%
Cn1c(N)c(C(=O)COC(=O)c2ccccn2)c(=O)n(C)c1=O	10%	0%	2%	-2%	-6%	-24%	0%	7%	1%	-4	-2%
O=C(N/N=C\c1cccc(F)c1)c1ccc(Cn2cc(Br)c([N+](=O)[O-])n2)o1	?	?	2%	2%	-1%	-14%	?	-21%	0%	?	2%
COC(=O)c1ccc(C)c(NC(=O)CCCN2C(=O)NC(C)(C)C2=O)c1	.	-2%	0%	.	.	-14%	.	-1%	7%	-9	0%
O=C1CC(c2ccc(Cl)c(Cl)c2)CC(O)=C1C=NCCN1CCNCC1 (configuration not stated)	1%	1%	2%	6%	14%	.	10%	1%	0%	.	-15%
Cc1nn(CCc2n[nH]c(=S)n2-c2ccc(F)c(Cl)c2)c(C)c1[N+](=O)[O-]	7.1µM*	6%	-5%	17%	?	-2%	.	4%	0%	17	0%
O=C(CSc1nnc(-c2ccc(Cl)cc2)n1-c1ccc(Cl)cc1)N/N=C/c1ccccc1C(=O)O	-4%	1%	4%	0%	4%	-3%	.	-1%	-2%	0	-2%
Cc1cccc(OCCOCCN2CCOCC2)c1C	-9%	-3%[2.3 µM]	-6%	-2%	0%	10%	-22%	2%	-3%	9	0%
CC(C)Oc1ccc(C2CC(=O)N(c3cccc(Br)c3)C2=O)cc1 (configuration not stated)	?	?	-1%	-1%	-16%	7%	.	-1%	2%	8	-2%
